# Screening data as filed in PubChem BioAssay.
# PP1 inh: blocks human PP1-alpha phosphatase, a PP5 counter-screen | P62136 | purified PP1alpha, OMFP fluorescence | inhibition, % at 6.7 µM | 320,000 compounds, 0.9% hits;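 active = inhibition above the mean inhibition of all tested compounds plus 3 SD, computed separately for each screening campaign, cut at about 15% in these data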
# core dimer inh: HCV core protein dimerization inhibition; TR-FRET GST/Flag-core106 dimerization, 1536-well; inhibition, % at 5 µM; 300,000 compounds, 0.33% hits; AID 1899;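 active = inhibition above the mean of all tested compounds plus 3 SD, set per screening campaign, cut at about 45% in these data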
#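 Assay system: Tagged HCV core106 pair (GST and Flag) | Buffer or medium: KF-containing HEPES buffer, pH 7.45, DTT, CHAPS, BSA | Also added: Eu donor and XL665 acceptor anti-tag antibodies | Dosing: One concentration, 5 µM, in 0.5% DMSO | Timing: 4 h at 22.5 °C | Technique: TR-FRET 671 and 617 nm emission | Repeats: Singlicate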
# proCasp3 act: activators of human procaspase-3; P42574; recombinant procaspase-3 D3A, Ac-DEVD-pNA absorbance 405 nm; activation, % at 8.5 µM; 330,000 compounds, 0.11% hits; AID 463141;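 active = activation above the mean of all tested compounds plus 3 SD, cut at about 21% in these data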;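 also: 0% = DMSO alone and 100% = DMSO wells spiked with extra 5 µM PC-3 D3A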
#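 Test system: Procaspase-3 D3A mutant, all three cleavage aspartates alanine | Dosing: Single dose, 8.5 µM nominal compound, 0.8% DMSO | Schedule: 1 h preincubation, 2 h reaction | Technique: 405 nm absorbance of p-nitroaniline, reads at 0 and 120 min | Repeats: One well per compound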
# VLA-4 inh: inhibition in a human VLA-4 binding assay; P13612; VLA-4 expressing cells, ligand binding flow cytometry; inhibition, % (about 7 µM as worked out from the volumes in the protocol); 330,000 compounds, 0.2% hits; AID 2557; in the data active = inhibition above about 50%
# JMJD2C inh: inhibitors of human GASC-1 (JMJD2C) demethylase. GST-JMJD2C(1-420) H3K9me3 demethylation, DELFIA europium. inhibition, % at 2.35 µM. 330,000 compounds, 0.069% hits. AID 2099;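 active = more than half of a compound's replicate wells show inhibition beyond 50%, single wells judged on their own value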;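 also: signal counts dimethyl H3K9 product captured on neutravidin plate; 0% = median of DMSO wells and 100% = 0.3 times that DMSO median; strong numbers were not always called active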
# Target sequence (Q9H3R0 1-420 limits assumed): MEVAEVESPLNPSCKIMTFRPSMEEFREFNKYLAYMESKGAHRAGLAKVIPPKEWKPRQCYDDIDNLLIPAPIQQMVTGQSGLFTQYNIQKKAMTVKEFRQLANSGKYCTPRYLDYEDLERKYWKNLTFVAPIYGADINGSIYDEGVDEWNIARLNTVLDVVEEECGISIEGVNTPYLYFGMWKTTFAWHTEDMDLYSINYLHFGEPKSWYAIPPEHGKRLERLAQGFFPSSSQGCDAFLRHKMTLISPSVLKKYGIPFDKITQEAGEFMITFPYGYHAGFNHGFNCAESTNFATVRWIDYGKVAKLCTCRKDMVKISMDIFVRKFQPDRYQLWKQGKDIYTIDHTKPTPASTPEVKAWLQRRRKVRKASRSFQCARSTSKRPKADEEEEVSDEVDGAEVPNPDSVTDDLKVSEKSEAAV
# CTSL1 counter: blocks F. hepatica cathepsin L1 in PFM18AAP counter-screen | recombinant F. hepatica cathepsin L1, Z-Leu-Arg-MCA fluorescence | inhibition, % at 5.96 µM | 300,000 compounds, 0.49% hits;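 active = inhibition above the mean of all tested compounds plus 3 SD, set per screening campaign, cut at about 17% in these data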;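 also: 0% = plate median of test compound wells and 100% = 1 µM Z-Phe-Ala-diazomethylketone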
# PP5 inh: blocks human protein phosphatase 5 activity | AID 1987 | P53041 | 320,000 compounds, 0.18% hits | purified PP5c, OMFP substrate fluorescence | inhibition, % at 6.7 µM;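 active = inhibition above the campaign's mean inhibition across all tested compounds plus 3 SD, cut at about 9.5% in these data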;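 also: 0% = DMSO only and 100% = 100 µM cantharidin control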
# GRK2 aptamer HTS: inhibitors of human GRK2 displacing RNA aptamer; P25098; bead flow cytometry, FAM-aptamer displacement from GRK2; inhibition of aptamer binding, % at 10 µM; 330,000 compounds, 0.59% hits;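 active = inhibition of aptamer binding above 40%, roughly 3 SD of noise, on plates passing a quality check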;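 also: median bead fluorescence of bound FAM aptamer so fluorescent compounds give negative values; no value below 0 was filed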
# Target sequence (P25098 whole entry, looked up): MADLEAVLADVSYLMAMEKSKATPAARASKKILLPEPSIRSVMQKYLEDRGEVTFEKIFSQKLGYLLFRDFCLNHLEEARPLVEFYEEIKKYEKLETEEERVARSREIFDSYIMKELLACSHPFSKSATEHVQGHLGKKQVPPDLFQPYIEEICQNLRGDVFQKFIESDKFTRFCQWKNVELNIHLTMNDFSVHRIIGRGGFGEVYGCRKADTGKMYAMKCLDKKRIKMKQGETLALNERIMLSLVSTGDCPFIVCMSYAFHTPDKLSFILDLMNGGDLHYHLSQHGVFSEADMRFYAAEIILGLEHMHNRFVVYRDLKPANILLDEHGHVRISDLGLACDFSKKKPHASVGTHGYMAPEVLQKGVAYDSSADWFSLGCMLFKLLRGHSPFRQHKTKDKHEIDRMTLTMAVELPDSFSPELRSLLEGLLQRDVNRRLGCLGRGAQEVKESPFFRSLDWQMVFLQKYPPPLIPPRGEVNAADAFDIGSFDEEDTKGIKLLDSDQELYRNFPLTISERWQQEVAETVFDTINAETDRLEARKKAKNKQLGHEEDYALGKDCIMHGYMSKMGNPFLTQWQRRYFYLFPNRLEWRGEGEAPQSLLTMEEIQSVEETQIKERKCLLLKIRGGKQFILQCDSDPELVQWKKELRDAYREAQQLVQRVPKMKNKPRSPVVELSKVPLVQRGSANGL
# proCasp7 act: counter-screen for procaspase-3 activators: activators of human procaspase-7. P55210. recombinant procaspase-7, Ac-DEVD-pNA absorbance 405 nm; D23A/D198A/D206A triple mutant, cannot self-cleave; scale: DMSO 0, 5 µM enzyme 100. activation, % at 8.5 µM. 330,000 compounds, 0.093% hits;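 active = percent activation above the screen-wide mean plus 3 SD, cut at about 25% in these data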
#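 System: Uncleavable procaspase-7 mutant enzyme; Amount: 2 µM procaspase-7 mutant as dispensed; Schedule: 1 h compound preincubation, 2 h substrate cleavage, 25 °C; Measured by: 405 nm absorbance of p-nitroaniline; Evaluation: percent activation from buffer-corrected 0–120 min absorbance change; Control set: low DMSO alone, high DMSO plus 5 µM PC-7.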
# * hit, by the source's call; . = no result given; & = joins results of further samples.
SMILES,PP1 inh,core dimer inh,proCasp3 act,VLA-4 inh,JMJD2C inh,CTSL1 counter,PP5 inh,GRK2 aptamer HTS,proCasp7 act
COc1ccc(NC(=O)/C=C/C(=O)O)cc1Cl,-1,9,-8,-1,0,2,-0.9,0,6
O=C(CN1CCN(c2nc(-c3ccc(F)cc3)cs2)CC1)NCc1ccc2c(c1)OCO2,4,-7,5,-2,0&2,3,0.6,0,7
Cc1ccc2nc3c(c(C(=O)O)c2c1)CCC3,-2,-2,8,3,4,4,-1.4,25,-12
CCN(CCn1cccn1)C(=O)CCc1nnc(C2(c3ccc(Cl)cc3)CCC2)o1,-3,4,6,17,-5,2,-1.8,0,-11
CCc1ccccc1NC(=O)c1ccc2nc(N3CCOCC3)sc2c1,-1,-8,1,9,5,0,0.0,0,-13
CCOc1ccc(NC(=O)CN(C)S(=O)(=O)c2ccc(-c3ccc(=O)[nH]n3)s2)cc1,4,32,-1,3,-1,3,0.3,0,-3
O=C(CSC1=NCCN1)NC12CC3CC(CC(C3)C1)C2,5,-5,6,-6,-16,-1,1.2,2,4
O=C(COC(=O)c1ccccc1C(=O)c1ccc(Cl)cc1)NC(c1ccccc1)c1ccccc1,4,17,14,3,5,1,4.8,2,5
CCCS(=O)(=O)c1c(S(=O)(=O)CCC)c2c(C)cccn2c1C(N)=O,-4,-9,8,-1,2,0,1.1,2,-3
Brc1ccc(C2CC(c3ccccc3)=Nc3ccccc3N2)cc1 (stereo not given),6,29,-5,-1,-7,-1,3.8,1,1
CCc1ccc(NC(=O)CN(c2cc(C)cc(C)c2)S(=O)(=O)c2c(C)[nH]c(=O)[nH]c2=O)cc1,5,15,1,7,-21,5,4.2,1,4
CCCn1c(=O)c(C(=O)NCc2ccco2)c(O)c2ccccc21,-3,-4,4,44,-7,0,0.7,0,14
O=C(Nc1ccc(F)cc1)c1ccccc1NS(=O)(=O)N1CCCC1,-3,-4,1,2,6,2,1.1,0,15
COc1ccc(OCC(O)CN2CCN(Cc3ccc4c(c3)OCO4)CC2)cc1 (stereo not given),1,-10,1,12,4,3,-3.6,0,1
CCC(C)NC(=O)C1c2ccccc2C(=O)N1Cc1ccc(F)cc1 (stereo not given),-2,-7,10,0,2,-3,-0.7,3,11
COC(=O)C1=C(C)N(Cc2ccc(C)cc2)C(=O)/C1=C\c1ccc(O)c(OC)c1,1,13,-30,12,-1,2,0.0,0,-37
Cc1c(C(=O)CN2CCSCC2)c2ccccc2n1C,-5,-3,3,0,5,-4,-2.1,2,3
C#CCNC(=O)C1=C[C@@H](c2ccc(C#C)cc2)C[C@@H](OCc2ccc(CO)cc2)O1,-2,21,-5,23,-5,0,2.2,0,-6
COCCCNC(=O)/C=C/c1cccc(Cl)c1,-2,1,-4,6,3,1,-0.2,0,-3
CSc1ccc(CCNC(=O)CS(=O)(=O)Cc2nc(-c3ccccc3F)oc2C)cc1,-4,12,-6,10,-14,0,1.8,0,3
Cc1ccc(NC(=O)CN2C(=O)S/C(=C\c3cc(C)n(-c4cccc(C(=O)O)c4)c3C)C2=O)cc1,3,17,2,3,1,4,3.4,3,-15
CCOc1cc(OCC)c(C(C)=O)cc1OCC,4,.,0,2,1,.,2.5,0,-3
O=C(c1ccco1)N1CCN(C(=O)N2CCOCC2)CC1,-1,3,6,-2,7,8,-1.6,1,4
O=C(Nc1cnccn1)Nc1ccccc1F,-4,-4,1,-4,-1,2,2.0,0,5

# Six structures already listed, ordered by molar mass, highest first:
SMILES,PP1 inh,core dimer inh,proCasp3 act,VLA-4 inh,JMJD2C inh,CTSL1 counter,PP5 inh,GRK2 aptamer HTS,proCasp7 act
Cc1ccc(NC(=O)CN2C(=O)S/C(=C\c3cc(C)n(-c4cccc(C(=O)O)c4)c3C)C2=O)cc1,3,17,2,3,1,4,3.4,3,-15
C#CCNC(=O)C1=C[C@@H](c2ccc(C#C)cc2)C[C@@H](OCc2ccc(CO)cc2)O1,-2,21,-5,23,-5,0,2.2,0,-6
COC(=O)C1=C(C)N(Cc2ccc(C)cc2)C(=O)/C1=C\c1ccc(O)c(OC)c1,1,13,-30,12,-1,2,0.0,0,-37
O=C(Nc1ccc(F)cc1)c1ccccc1NS(=O)(=O)N1CCCC1,-3,-4,1,2,6,2,1.1,0,15
CCC(C)NC(=O)C1c2ccccc2C(=O)N1Cc1ccc(F)cc1 (stereo not given),-2,-7,10,0,2,-3,-0.7,3,11
CCOc1cc(OCC)c(C(C)=O)cc1OCC,4,.,0,2,1,.,2.5,0,-3

# Continuation:
SMILES,PP1 inh,core dimer inh,proCasp3 act,VLA-4 inh,JMJD2C inh,CTSL1 counter,PP5 inh,GRK2 aptamer HTS,proCasp7 act
CCc1ccc(OCCCC(=O)Nc2nccs2)cc1,0,-2,-10,-8,-4,-1,2.4,0,-14
COc1cc2[nH]c(=O)n(Cc3ccccc3Cl)c(=O)c2cc1OC,4,-5,-3,7,-9,-1,2.8,1,7
Oc1c(C(c2ccccc2)N2CCc3ccccc3C2)sc2ncnn12 (stereo not given),0,14,-4,-8,-5,0,1.6,1,-2
Cc1cc(N2CCCCC2)nc(N2CCCCC2)n1,-2,-5,7,0,-37,2,-1.3,5,-7
O=C(NNC(=O)c1cccnc1)NC12CC3CC(CC(C3)C1)C2,1,2,5,-3,7,3,-2.1,3,3
CN(CC(=O)Nc1ccc(F)cc1)C(=O)CSc1nncs1,-3,1,3,-1,-19,2,1.0,5,2
CCOP(=O)(OCC)c1nc(-c2cccc([N+](=O)[O-])c2)oc1N1CCCCC1,4,-2,10,-163,-1,-2,-0.2,1,3
CCOc1ccc(-c2cn3ccccc3n2)cc1,-4,-1,2,19,.,-8,0.7,1,0
c1cn(CC2(Cn3ccnc3)COC2)cn1,0,-2,-11,9,9,0,-0.8,2,1
Cn1nnnc1SCC(=O)N1c2ccccc2Sc2ccc(Cl)cc21,0,6,-12,8,0,0,1.6,4,7
COc1ccc2c(c1)-c1ccccc1S(=O)(=O)N2C(C)=O,0,-14,-4,-5,56,-9,2.5,0,-4
O=C(NCc1ccco1)c1cc2cc3ccc(Cl)cc3nc2o1,13,11,1,-5,-6,5,0.4,0,2
O=Cc1ccc(-n2nncc2-c2ccc([N+](=O)[O-])cc2)cc1,1,8,-5,6,0,-2,0.1,1,8
CC(C)N(Cc1ccccc1)S(=O)(=O)N(C)C,2,-5,-2,-6,5,2,-1.3,1,5
CC1(C)CC(=O)C2=C(C1)c1c(ccc3ccccc13)NC2c1ccc(OCC(=O)O)cc1 (stereo not given),-2,9,0,15,14,-4,9.8*,78*,4
CCOc1ccc(N(CC(=O)Nc2ccccc2C(=O)N2CCOCC2)S(=O)(=O)c2ccc(F)cc2)cc1,-2,3,4,7,7,-2,-0.5,0,12
CCOC(=O)N1CCN(C(=O)C2CCN(C(=O)c3cc(OC)cc(OC)c3)CC2)CC1,-7,2,17,8,13,-3,-0.7,0,11
CC1(C)Cc2c(sc(NC(=O)C(=O)NCCCN3CCOCC3)c2C(N)=O)CO1,-4,1,-1,4,-44,0,0.0,0,6
Cc1c(C)n(CC(O)CN2C(=O)c3ccccc3S2(=O)=O)c2ccccc12 (stereo not given),-1,0,7,22,11,2,4.5,2,2
Cc1cccc(NC(=O)CN2C(=O)COc3ccc(Cl)cc32)c1,-3,6,1,8,5,-2,4.3,9,2
O=C(c1ccc(F)cc1)N1CCN(c2ccccn2)CC1,0,2,0,5,0,-2,0.2,0,7
COc1ccc(C2=NOC(Cn3nc(C(=O)NCC4CC4)cc3-c3ccccc3)C2)cc1 (stereo not given),7,5,-2,15,8,1,0.9,0,4
O=C(COC(=O)c1cccc(Cl)c1Cl)NCCN1C(=O)CSC1=O,-5,6,-8,35,12,1,-0.7,1,-3
COc1cc(NC(=O)c2cccs2)c(OC)cc1NC(=O)c1cccs1,1,-2,-5,9,8,0,3.5,6,1
COc1ccc(NC(=O)c2cncc(Br)c2)cc1S(=O)(=O)N1CCCCC1,-3,4,1,5,-18,-2,-0.1,0,0
CCOc1ccc(-n2nnnc2-c2nc3ccccc3s2)cc1,-3,-13,-6,0,-6,0,-0.6,0,-5
CC(=O)c1cccc(NC(=O)CN(c2ccc(C)cc2)S(=O)(=O)c2cccc3nonc23)c1,4,21,-6,0,-4,5,3.5,0,5
CC(C)Oc1cccc(C2NC(=O)c3ccccc3O2)c1 (stereo not given),3,4,10,-2,25,0,1.6,.,12
O=C(OCC(=O)c1ccc(Cl)cc1Cl)c1ccccn1,.,.,6,16,8,.,.,0,3
COc1ccc(Nc2nc(N)c([N+](=O)[O-])c(NCCO)n2)cc1,-2,1,-11,3,-2,2,3.8,1,-2
O=C(Nc1nnc(SCc2ccccn2)s1)C1CC(=O)N(c2ccc(F)cc2)C1 (stereo not given),1,55*,3,14,0,-2,-0.3,1,7
COc1ccccc1CNC(=O)c1csc2c1CCCC2,-2,5,6,8,3,-2,0.7,4,-2
COc1ccc(-c2nn(-c3ccccc3)cc2CO)cc1OC,-2,-11,2,0,14,-1,1.1,0,2
Cn1c(=O)c(=O)n(C)c2cc([N+](=O)[O-])c([N+](=O)[O-])cc21,-2,2,7,-4,-43,2,-0.6,0,4
Cc1ccc(CCC(=O)Nc2ccc(CC(=O)O)cc2)o1,-1,-6,-7,-1,-17,1,2.9,0,-4
N#CC1=C(N)C2=CCCC[C@H]2[C@H](c2ccccc2)C1(C#N)C#N,-1,1,6,12,-1,-4,2.4,3,-4
Cc1ccccc1NC(=O)COc1coc(CN2CCN(Cc3ccccc3)CC2)cc1=O,-6,-3,-12,9,-4,6,-0.8,1,2
Cc1cc2nn(-c3cccc4ccccc34)nc2cc1N,1,15,22*,3,16,2,0.9,0,5
COc1ccc(N2CCN(C(=O)c3sc4nc(-c5ccc(F)cc5)cn4c3C)CC2)cc1,0,7,7,-2,0,2,-0.7,0,-1
COc1ccc(Cc2nnc(SCC(=O)Nc3ccc(C)cc3C)[nH]c2=O)cc1,-4,6,-6,-9,-3,5,-1.6,5,-4
CCOC(=O)C1=C(N)OC2=C(C(=O)CC(C)(C)C2)C1c1ccc(C)s1 (stereo not given),-3,-1,-3,19,0,1,1.9,0,-6
CCOC(=O)C(C)Sc1nc2c([nH]c3ccccc32)c(=O)n1C (stereo not given),1,-3,5,2,2,0,5.4,0,3
Cc1[nH]c(=S)c(C#N)c(C)c1CC(=O)c1ccc(Br)cc1,5,17,-2,3,-1,0,0.8,0,-9
O=C(OCc1ccc(Cl)c(Cl)c1)c1cnccn1,-6,-2,5,3,5,-3,0.1,2,3
CCOc1ccc2[nH]c3c(NCCOC)ncnc3c2c1,-2,-7,1,12,-1,-2,3.0,0,11
